Screening results (PubChem)
hDAT+cocaine: changed hDAT dopamine uptake under cocaine IC80, either direction, primary screen, cocaine antagonist project, cell-based, LLC-PK1 hDAT, [14C]-dopamine uptake, MLSMR. Sodium-dependent dopamine transporter (Homo sapiens), Q01959. LLC-PK1 hDAT cells, [14C]-dopamine uptake with cocaine IC80; actives deviate in either direction. B-score at 10 µM. 1.3% of 110,000 active;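 active means Z score or B-score, a plate-position-corrected score, falls beyond the plate's 99.7% confidence bounds, in either direction; inactive means both scores lie inside the 99.7% bounds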;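 further: scored against the spread of the other compound wells on the same plate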
PostGolgi ctrl: growth inhibition of yeast control strain, primary screen, counter-screen for post-Golgi transport modulator project; 5% of 98,000 active; efflux-deficient yeast background strain, growth absorbance A615, 16 h; AID 738, 2007; inhibition, % at 10 µM
PostGolgi yeast: phenotypic screen on post-Golgi transport, primary screen; post-Golgi transport phenotypic cell assay; inhibition, % at 10 µM; 0.9% of 98,000 active;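 further: yeast cells grown in 1536-well plates; yeast grown about 18 h at 30C before absorbance read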
sEH act: soluble epoxide hydrolase activators, primary screen, biochemical, human sEH; Bifunctional epoxide hydrolase 2 (Homo sapiens), P34913; purified human sEH enzymatic activity, activator screen; activation, % at 2 µM; 0.04% of 91,000 active; in the data active means activation above about 37%; further: values of inactives mirror those of a sister screen read the other way
sEH inh: soluble epoxide hydrolase inhibitors, primary screen, biochemical, human sEH; Bifunctional epoxide hydrolase 2 (Homo sapiens), P34913; recombinant human sEH enzymatic activity assay; inhibition, % at 2 µM; 0.34% of 91,000 active; AID 707, 2007; in the data active means inhibition above about 80%; further: values of inactives mirror those of a sister screen read the other way; many of its hits are not listed in these tables
CYP2C19 inh: blockers of cytochrome P450 2C19 activity – biochemical, luminescence, ADME assay, primary screen; 21% of 96,000 active; CYP2C19 Supersomes, luciferin-H EGE luminescence, 30 min; inhibition, % at 5 µM; P33261;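 active means CYP2C19 inhibition above a set limit at 5 µM in the primary screen, cut at about 50% in these data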;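 further: plate controls were negative control wells for no effect and 2.5 mM tranylcypromine positive control for full effect; values of inactives mirror those of a sister screen read the other way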
Target sequence (P33261 whole entry, looked up): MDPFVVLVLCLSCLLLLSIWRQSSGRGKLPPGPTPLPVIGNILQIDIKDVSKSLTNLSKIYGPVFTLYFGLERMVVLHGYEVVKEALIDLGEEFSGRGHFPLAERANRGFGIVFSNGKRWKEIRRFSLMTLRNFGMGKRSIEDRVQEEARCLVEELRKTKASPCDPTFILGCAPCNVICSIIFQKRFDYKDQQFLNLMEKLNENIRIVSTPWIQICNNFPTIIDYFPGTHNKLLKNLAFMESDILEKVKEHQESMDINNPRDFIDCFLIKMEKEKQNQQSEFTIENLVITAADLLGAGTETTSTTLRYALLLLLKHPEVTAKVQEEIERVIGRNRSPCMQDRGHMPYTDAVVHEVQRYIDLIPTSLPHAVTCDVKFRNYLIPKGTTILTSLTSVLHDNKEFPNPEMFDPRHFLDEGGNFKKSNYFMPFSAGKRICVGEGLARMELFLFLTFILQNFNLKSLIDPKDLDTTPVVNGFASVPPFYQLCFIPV
CYP2C19 act: human CYP2C19 activators, primary screen, biochemical, luminescence; activation factor at 5 µM; Cytochrome P450 2C19 (Homo sapiens), P33261; 96,000 tested, under 10 active; AID 1025, 2008; recombinant CYP2C19, luciferin-H EGE luminescence; active compounds read high; 0 = fully inhibited enzyme, 1 = untreated enzyme;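 active means activation factor of at least 2 at 5 µM in the primary screen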;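 further: 0 = wells with 2.5 mM tranylcypromine and 1 = vehicle-only wells; values of inactives mirror those of a sister screen read the other way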
S1P2 agonist: S1P2 receptor agonists, primary screen, cell-based | Sphingosine 1-phosphate receptor 2 (Homo sapiens), O95136 | S1P2-expressing cell line, agonist reporter read-out | activation, % at 4.5 µM | 0.46% of 97,000 active | AID 729, 2007; in the data active means activation above about 16%;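 further: 0% = vehicle low control and 100% = maximal reference agonist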
Target sequence (O95136 whole entry, looked up): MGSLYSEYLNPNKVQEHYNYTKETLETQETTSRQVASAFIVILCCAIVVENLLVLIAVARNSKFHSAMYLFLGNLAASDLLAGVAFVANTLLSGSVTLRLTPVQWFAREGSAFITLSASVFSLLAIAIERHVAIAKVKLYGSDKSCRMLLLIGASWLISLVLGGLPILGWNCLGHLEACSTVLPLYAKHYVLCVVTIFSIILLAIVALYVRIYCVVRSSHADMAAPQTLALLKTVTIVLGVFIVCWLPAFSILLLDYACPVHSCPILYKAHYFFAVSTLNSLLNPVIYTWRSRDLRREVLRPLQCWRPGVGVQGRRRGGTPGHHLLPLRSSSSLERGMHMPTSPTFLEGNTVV
S1P2 blocker: human S1P2 receptor antagonists, primary screen, cell-based | 0.21% of 97,000 active | cell-based S1P2 antagonist assay, inhibition at 5 uM | inhibition, % at 5 µM | Sphingosine 1-phosphate receptor 2 (Homo sapiens), O95136 | AID 736, 2007; in the data active means inhibition above about 45%;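 further: CRE beta-lactamase reporter cells expressing human S1P2 stimulated with S1P; 0% = agonist at EC80 alone and 100% = agonist plus reference antagonist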
Active calls of the source: *; . = no result given. Unless noted, no stated cut-off is given here; in the data, active means inhibition above about 30%; inactive means the rest.

Values in the order – PostGolgi yeast, sEH act, PostGolgi ctrl, CYP2C19 act, S1P2 agonist, hDAT+cocaine, S1P2 blocker, sEH inh, CYP2C19 inh
> Cc1cc2cc(C=O)c(Cl)nc2cc1C
    3, -6, 10, 0.9, -6, -1.2, -21, 8, 6
> CC1CCCN(C(=O)Cc2ccc(F)cc2)C1 (centres undefined)
    -1, 6, -6, 0.3, 0, 0.41, -16, -2, 73*
> COCCN(CC(=O)NCc1ccccc1)C(=O)CCC(=O)Nc1nccs1
    -7, -10, -5, 1, -1, 0.0071, 10, 9, 2
> CC(C)NC(=O)c1ccccc1NC(=O)Cc1ccc(Cl)cc1
    6, 2, 2, 0.6, -5, 0.0031, 8, 0, 39
> CCOC(=O)C1CCCN(c2ncnc3c2cnn3-c2ccc(Cl)cc2)C1 (centres undefined)
    4, 5, 7, 1, -1, 0.62, 8, -4, 2
> Cn1c(CN2CCCC2)nc2cc(NC(=O)COc3ccccc3)ccc21
    -5, 18, 26, 1, -5, -0.2, 2, -17, 1
> CCOC(=O)c1c(N)sc2c1CCSC2
    0, 0, 25, 0.9, -8, -0.98, -6, 3, 11
> O=C(/C=C/c1ccc(O)cc1)c1ccc(NC2=C(N3CCCCC3)C(=O)c3ccccc3C2=O)cc1
    6, -4, 10, 0.3, -12, 2.4, -19, 4, 69*
> COc1cc(C(C#N)N2CCCCC2)ccc1O (centres undefined)
    6, 4, 25, 0.9, -13, -1.2, 3, -3, 6
> CNC(=O)c1c[nH]n2c(=O)c(Cc3ccccc3F)c(C)nc12
    -14, -10, 7, 0.7, -5, 1.9, 7, 8, 28
> Cc1ccc2[nH]c(=O)c(-c3nc4cc(C)ccn4c3NCc3ccco3)cc2c1
    -5, ., 12, 0.8, ., -0.26, ., ., 18
> N#CCOc1nc(N2CCCC2)nc(N2CCCC2)n1
    8, -5, -10, 0.6, 0, -0.98, -8, 8, 35
> CCC(C)(C)NCC(=O)Nc1ccc(OC(F)(F)F)cc1
    15, 15, -4, 0.6, -3, 0.23, 15, -13, 42
> NC(=O)C1CCN(c2oc(-c3ccccc3F)nc2S(=O)(=O)c2ccc(Cl)cc2)CC1
    9, 6, 2, 0.5, -6, -0.011, -21, -4, 52*
> Cc1cccc(-c2noc(CN(C(=O)C(c3ccccc3)c3ccccc3)C(C)C)n2)c1
    7, 10, 23, 0.9, -3, 0.45, 3, -9, 11
> CC(C)CNC(=O)C1CCCN1S(=O)(=O)c1ccc(Cl)cc1 (centres undefined)
    -2, 11, 7, 0.7, -3, 0.4, -11, -17, 31
> N#C/C(=C\c1cccs1)C(=O)NCC1CCCO1 (centres undefined)
    17, -15, 4, 1, -3, -0.27, 20, 17, 1
> Cc1ccc(-n2c(=O)c3sccc3n(CC(=O)N3CCCC3)c2=O)cc1
    -4, -4, -9, 1.2, -5, -0.7, 1, 0, -19
> COc1cccc(/C=N/N2C(=O)NC3(CCCCC3)C2=O)c1O
    18, 1, 6, 1, -4, -0.2, 2, 2, -4
> Cc1ccc(Cn2c(SCC(C)C)nc3c2c(=O)n(C)c(=O)n3C)cc1
    35*, 11, 30, 0.7, -11, -0.51, -3, -13, 27
> O=c1cc(-c2ccccc2)[nH][nH]1
    ., -2, ., ., -1, -0.86, -25, 7, .
> CCc1ccccc1NC(=O)CSc1nnc([C@@H](N)Cc2ccccc2)o1
    1, ., 6, ., -5, ., -8, ., .
> Cc1cc(C)cc(CSc2nnc(C)c(=O)[nH]2)c1
    -1, 3, 19, 0.8, -1, 0.4, -30, 0, 16
> O=C(O)c1ncn(Cc2ccccc2)c1C(=O)O
    -6, 13, -2, 1, -2, -0.43, 8, -15, -1
> CC(C)N1C(=O)C2C(C(=O)NC3CCCCC3)C3C=CC2(O3)C1C(=O)NC1CCCC1 (centres undefined)
    -1, 11, 13, 0.9, -1, -0.1, 4, -10, 7
> O=C(COC(=O)Cc1cccs1)Nc1ccc(F)c(F)c1F
    -1, 4, -1, 0.3, -2, 0, 1, -2, 75*
> Cc1ccc2c(c1)NC(=O)C(CC(=O)NCCCN1CCN(C3CCCCC3)CC1)O2 (centres undefined)
    28, ., -3, 0.9, ., 0.31, ., ., 7
> O=C(Cn1nc(Cl)nc1Cl)c1cc2ccccc2oc1=O
    -4, 9, 1, 0.9, -6, -1.1, -2, -9, 13
> COc1ccc(-c2noc(CCCC(=O)O)n2)cc1
    1, ., 12, 1, ., 0.052, ., ., 4
> CC1Cc2ccccc2N1S(=O)(=O)c1cccc2nsnc12 (centres undefined)
    -2, 13, -12, 0.2, 1, 0.0058, -19, -9, 79*
> COC(=O)NC(NC(=S)Nc1ccc([N+](=O)[O-])cc1)C(Cl)(Cl)Cl (centres undefined)
    ., -9, ., ., -6, -2.8*, -4, 9, .
> CCC(CC)C(=O)c1c[nH]c(C(=O)NCCCn2ccnc2)c1
    -1, 1, 5, 0.3, -4, 0.17, 22, 1, 67*
> CCC(=O)N1CCc2cc(S(=O)(=O)CCC(=O)Nc3nc(C)cs3)ccc21
    0, 1, 5, ., 1, -0.06, -8, -3, .
> COc1cccc(/C=N/n2c(CO)nc3ccccc32)c1OC
    -4, 4, 18, 0.9, -2, 0.49, -2, -6, 13
> CS(=O)(=O)N(Cc1ccccc1)c1ccccc1C(=O)O
    -3, 11, 5, 1.2, -1, -1.5, -2, -10, -18
> Cn1c(=O)c(=O)n(C)c2cc(S(=O)(=O)N3CCN(Cc4ccccc4)CC3)ccc21
    4, ., 10, 1, -6, ., 25, ., -2
> CCC1(CC)C(=O)NC(=O)NC1=NCCc1c[nH]c2ccccc12
    9, -7, 4, 0.7, -3, -0.12, -5, 6, 34
> COc1cc2c(cc1OC)C(c1ccc(-c3ccc(Cl)c(Cl)c3)o1)=NCC2
    8, -4, 19, 0.2, 19*, 0.32, -35, 5, 83*
> Cc1ccc(S(=O)(=O)N2CCN(C(=O)c3cc(=O)[nH]c4ccccc34)CC2)c(C)c1
    -7, -1, 0, 0.9, -1, 0.011, -5, 0, 8
> CCC(C)(C)n1nnnc1C(c1ccc(O)c(OC)c1)N1CCc2ccccc2C1 (centres undefined)
    -8, -11, -4, 0.7, -6, -0.65, 20, 10, 32
> CCOC(=O)CCS(=O)(=O)c1ccc(-c2ccc(S(=O)(=O)CCC(=O)OCC)cc2)cc1
    -9, 10, -5, 1.2, -3, 0.19, 0, -8, -20
> CCC(=O)c1c[nH]c(C(=O)NCCCn2ccnc2)c1
    7, 6, 0, 0.2, 0, -0.61, -16, -2, 76*
> CC(NCc1ccc2c(c1)OCO2)C(=O)NC1CCCc2ccccc21 (centres undefined)
    3, 0, 7, 0.5, -3, -0.23, 5, 2, 50
> O=C(Nc1nnc(-c2ccccc2)o1)c1ccc(Cl)cc1
    110*, 13, 74*, 1.2, 0, -1.1, -14, -13, -17
> CCOC(=O)C1=C(C)N(c2nonc2NC(C)=O)C(N)=C(C#N)C1c1ccccc1F (centres undefined)
    1, -8, 0, 0.3, 1, -0.93, -15, 7, 73*
> CCOC(=O)Nc1ccc(C)cc1NC(=O)OCC
    4, 4, 29, 1, -6, ., 1, -1, 1
> CCc1nnc(NC(=O)c2cccc(S(=O)(=O)N3CCN(c4ccccc4)CC3)c2)s1
    -9, -8, 9, 0.8, -3, 0.016, 2, 7, 21
> Cn1c(=O)oc2cc(S(=O)(=O)N3CCCC(C(=O)NC4CCCc5ccccc54)C3)ccc21 (centres undefined)
    1, -13, 1, 0.9, -5, 0.072, 7, 12, 7
> CCc1nnc(NC(=O)c2cc(S(=O)(=O)N(CC)CC)ccc2Cl)s1
    1, -2, 1, 1, -3, -0.9, -8, 0, -4
> COc1cccc(C2(O)CCN(C(=O)Cc3cccnc3)CC2)c1
    -3, -15, 22, 0.3, -6, 0.1, 22, 16, 73*
> CCOC(=O)c1ccc2ncc(C(=O)OCC)c(NCCN(C)C)c2c1
    ., 4, ., ., -4, 0.42, -2, -5, .
> COc1ccc(N2CCN(Cc3nc(N)nc(Nc4ccc(C)c(Cl)c4)n3)CC2)cc1
    0, 8, 15, 0.4, -9, 1, 21, -9, 59*
> Cc1cc(N2CCN(c3ccccc3)CC2)n2nnnc2n1
    6, ., 6, 1, ., ., ., ., 2
> CCSc1cc(C2C(C#N)=C(N)OC(C)=C2C(=O)OC)c(C)o1 (centres undefined)
    -2, -1, 12, 0.1, 1, 0.7, 11, 1, 90*
> COc1cc(OC)c(NC(=O)CCc2ccccc2)cc1Cl
    -4, 7, 3, 0.2, -1, -0.55, 9, -9, 84*
> COC(=O)CN(c1ccccc1C)S(C)(=O)=O
    -1, -4, 14, 1, -7, 0.092, 9, 2, 3
> O=C(C1CC1)N1CCC(C(O)(c2ccccc2)c2ccccc2)CC1
    1, 8, 0, 0.1, 0, -0.23, -17, -9, 90*
> COc1ccc(NS(=O)(=O)c2cccc(C(=O)O)c2)cc1
    -6, -9, 1, 0.8, -15, -0.29, 5, 11, 19
> CCOC(=O)C1=C(c2ccccc2)N=c2s/c(=C\c3ccc(O)cc3)c(=O)n2C1c1cccs1 (centres undefined)
    -18, 15, 11, 1, -7, -0.026, 23, -13, 0
> Cc1c(NC(=O)CSc2nc3ccccc3n2C)c(=O)n(-c2ccccc2)n1C
    4, -8, 17, 1, -3, 0.93, -6, 9, 1

(more compounds)
Values in the order – PostGolgi yeast, sEH act, PostGolgi ctrl, CYP2C19 act, S1P2 agonist, hDAT+cocaine, S1P2 blocker, sEH inh, CYP2C19 inh
> O=c1cc(CSc2nnnn2-c2ccccc2)nc2nc[nH]n12
    -11, 8, -1, 1, -2, -0.42, 0, -6, 1
> Cc1ccc(S(=O)(=O)N2CCCC2C(=O)Nc2cc(C)on2)cc1 (centres undefined)
    2, -3, 2, 1, -6, 0.49, 14, 6, 2
> CCCCSc1cnn(-c2ccccc2)c(=O)c1SCCCC
    ., 3, ., ., -3, -0.48, 6, -2, .
> CCCC1CCC(C(=O)Nn2cnc3ccccc3c2=O)CC1 (centres undefined)
    0, -8, 13, 0.4, -2, 0.034, -8, 12, 58*
> Cc1nnc(SCc2nc(N)nc(Nc3ccccc3)n2)s1
    -13, -8, -3, 0.7, -3, 0.57, 0, 11, 28
> COc1cc(C)ccc1S(=O)(=O)N1CCN(C23CC4CC(CC(C4)C2)C3)CC1
    9, -8, 10, 1, -5, 0.88, 7, 8, -5
> O=C(Cc1ccccc1)Nc1ccc(N2CCCC2)cc1
    -6, -29, 6, 0.8, -6, 1.4, 4, 25, 24
> O=C(CSc1nnc(-c2ccco2)n1CC1CCCO1)c1ccc(F)cc1 (centres undefined)
    2, -26, -1, 0.6, -2, -0.14, -1, 28, 39
> CCOC(=O)c1ccc(NC(=O)CC2C(=O)N(c3ccc(F)cc3)C(=O)N2CCCOC)cc1 (centres undefined)
    8, 12, -11, 0.6, -2, 0.59, 1, -13, 36
> CCOC(=O)CCNC(=O)CNC(=O)OCc1ccccc1
    -5, 1, 2, 0.9, -3, 0.2, 7, 1, 7
> O=C1c2ccccc2C(=O)c2c(NCc3cccnc3)cccc21
    -2, 3, 34*, 0, -2, 2.5, 4, -1, 99*
> COc1ccc(N2CCN(CCCNC(=O)Nc3ccccc3)CC2)cc1
    1, 3, -9, 0.5, -4, 0.12, 14, -3, 47
> CCOc1ccc2nc(NC(=O)C(CC)Sc3nc(C)cc(=O)[nH]3)sc2c1 (centres undefined)
    6, 4, 14, 0.8, -13, -0.079, 0, -5, 18
> O=[N+]([O-])c1cnccc1Nc1ccccc1
    -7, -4, 5, 0, -2, -0.15, -16, 6, 98*
